# Screening data from PubChem.
# Pin1 inh: qHTS Assay to Find Inhibitors of Pin1; 0.009% of 390,000 active; Pin1 FP peptide displacement, HiFluor488, 10 min; Peptidyl-prolyl cis-trans isomerase NIMA-interacting 1 (Homo sapiens), Q13526; Potency, µM (titrated, usually from 115 µM), inactives show at the highest dose activity, negative = inhibition, hits mostly inhibitors; active = well fitted inhibition curve with a large enough effect in the polarisation, with a control signal flat, not every such curve was filed as active; inconclusive = small, poorly fitted or top-dose-only effect, or effect the other way, or a change in a side signal; inactive = no such curve, though single readings can be large or run the other way; the % refers to the polarisation; also: potency is read from the fitted curve at half-maximal effect; % is scaled to controls: 0 for no effect and ±100 for the full control effect
# HP1b binding inh: HTS for Inhibitors of HP1-beta Chromodomain Interactions with Methylated Histone Tails. Chromobox protein homolog 1 (Homo sapiens), P83916. AlphaScreen HP1-beta / biotin-H3K9me3 peptide binding. Potency, µM (highest dose often 114 µM), inactives show at the top dose activity change, negative = inhibition, usual class: inhibitors. 0.56% of 390,000 active. AID 540317, 2011; also: potency is read from the fitted curve at half-maximal effect; nearly all actives have a fitted effect of over 70% in size; inactives centre near 23
#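 HP1-beta protein (50 nM final) preincubated 30 min at room temperature with biotinylated H3(1-18)K9me3 peptide (50 nM) in PBS pH 7.4, 0.01% Tween-20, then compound added for 30 min. AlphaScreen streptavidin donor/nickel chelate acceptor beads (10 ug/mL final), 30 min dark, luminescence read.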
# USP1-UAF1 inh: Inhibitors of USP1/UAF1: Primary Screen; 0.23% of 390,000 active; Potency, µM (titrated, usually from 57.1 µM), for the others: top-dose activity change, negative = inhibition, hits mostly inhibitors; recombinant USP1/UAF1, Ub-Rhodamine cleavage fluorescence; also: potency is read from the fitted curve at half-maximal effect; % is scaled to controls: 0 for no effect and ±100 for the full control effect; nearly all actives have a fitted effect of over 60% in size; inactives centre near -12
#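 In this screen, compounds sit with the deubiquitinase complex (1nM) for 15 min at room temperature before Ub-Rho is added at 150nM final. Fluorescence rise is then followed for 6 reads every 60 seconds.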
# PI4K2A block: qHTS for small molecular inhibitors of PI4K2A. Phosphatidylinositol 4-kinase type 2-alpha (Homo sapiens), Q9BTU6. purified PI4K2A, ADP-Glo luminescence, 1 h; stronger effect = lower value. activity change, negative = inhibition, % at 76.9 µM. 0.13% of 420,000 active; in the data active = activity change below about -50%; inconclusive = mostly about -30% to -49%;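 also: -100% = wells without enzyme as full effect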
#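 PI4K2A activity was measured by ADP-Glo luminescence: enzyme (4 ug/mL stock) and phosphatidylinositol (1.2 mM stock) in Tris pH 7.5/MgCl2/EGTA/Triton X-100 buffer were reacted with ATP (300 microM stock) for one hour at ambient temperature.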
# PGK inhibitor: qHTS Assay to Find Inhibitors of Phosphoglycerate Kinase | Phosphoglycerate kinase, glycosomal (Trypanosoma brucei brucei), P07378 | Potency, µM (highest dose often 57.5 µM), without a hit: top-dose activity change, negative = inhibition, hits mostly inhibitors | AID 602233, 2012 | PGK/GAPDH coupled, Kinase-Glo luminescence, 60 min | 0.043% of 380,000 active; also: potency is read from the fitted curve at half-maximal effect; % is scaled to controls: 0 for no effect and ±100 for the full control effect; nearly all actives have a fitted effect of over 60% in size
#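 Recombinant glycosomal PGK reaction used 1,3-bisphosphoglycerate generated in-well by GAPDH (100nM final) in 100mM TEA pH 7.6, 5mM MgCl2, 0.01% Tween-20. After 60 minutes at room temperature, ATP was read by Kinase-Glo Plus luminescence end-point.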
# IDH1 R132H inh: qHTS for Inhibitors of mutant isocitrate dehydrogenase 1 (IDH1): qHTS; IDH1-R132H enzyme, NADPH consumption, diaphorase/resazurin fluorescence; Isocitrate dehydrogenase [NADP] cytoplasmic (Homo sapiens), O75874; Potency, µM (doses to about 76.6 µM), for inactives: at the highest dose activity change, negative = inhibition, most hits filed as inhibitors; AID 602179, 2012; 0.093% of 390,000 active; also: potency is read from the fitted curve at half-maximal effect; % is scaled to controls: 0 for no effect and ±100 for the full control effect; nearly all actives have a fitted effect of over 65% in size
# Target sequence (O75874 whole entry R132H, stated change not applied): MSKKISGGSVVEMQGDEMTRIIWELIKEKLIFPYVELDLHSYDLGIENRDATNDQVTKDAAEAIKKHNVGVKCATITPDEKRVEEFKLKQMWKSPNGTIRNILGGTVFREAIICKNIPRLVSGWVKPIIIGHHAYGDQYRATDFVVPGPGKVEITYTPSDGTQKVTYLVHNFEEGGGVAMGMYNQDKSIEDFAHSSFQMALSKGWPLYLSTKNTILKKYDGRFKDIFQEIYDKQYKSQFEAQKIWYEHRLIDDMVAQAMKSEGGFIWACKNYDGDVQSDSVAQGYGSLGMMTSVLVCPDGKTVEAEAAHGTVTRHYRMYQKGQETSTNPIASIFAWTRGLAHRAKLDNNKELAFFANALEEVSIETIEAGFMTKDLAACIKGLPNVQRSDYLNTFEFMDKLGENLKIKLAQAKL
#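 IDH1-R132H (0.5 ug/mL dispensed) in pH 7.5 Tris buffer was preincubated 30 min with compound, then given a substrate mix of 0.016 mM NADPH and 2 mM alpha-KG for 80 min at room temperature; remaining NADPH was read by diaphorase/resazurin fluorescence.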
# TrxR1 substrate: qHTS Assay for Substrates of Mammalian Selenoprotein Thioredoxin Reductase 1 (TrxR1): qHTS; Potency, µM (titrated, usually from 114 µM), for the others: at the highest dose activity change, negative = substrate turnover; Thioredoxin reductase 1, cytoplasmic (Rattus norvegicus), O89049; purified TrxR1 substrate turnover, NADPH consumption readout; 0.01% of 390,000 active; AID 588456, 2011; also: potency is read from the fitted curve at half-maximal effect; % is scaled to controls: 0 for no effect and ±100 for the full control effect; nearly all actives have a fitted effect of over 50% in size
#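 Rat TrxR1, dispensed at 90 nM, was prereduced with 400 uM NADPH (final) for 5 min at ~22 deg C, then incubated with compound 15 min before 400 uM selenite. A first-read NADPH fluorescence drop versus no-compound background flagged substrates.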
# TrxR1 inh: qHTS Assay for Inhibitors of Mammalian Selenoprotein Thioredoxin Reductase 1 (TrxR1): qHTS | Thioredoxin reductase 1, cytoplasmic (Rattus norvegicus), O89049 | recombinant rTrxR1, NADPH fluorescence consumption, selenite substrate | Potency, µM (highest dose often 114 µM), for the others: top-dose activity change, negative = inhibition, hits mostly inhibitors | 1% of 390,000 active; also: potency is read from the fitted curve at half-maximal effect; % is scaled to controls: 0 for no effect and ±100 for the full control effect; nearly all actives have a fitted effect of over 65% in size
#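 Rat TrxR1 (90 nM in the dispensed reagent) was pre-reduced with 400 uM NADPH for 5 min at room temperature, then incubated with compound for 15 min. After 400 uM selenite was added, NADPH fluorescence (Ex 340/Em 450 nm) was followed for 8 min.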
# GLS inhibitor: qHTS for Inhibitors of Glutaminase (GLS); Glutaminase kidney isoform, mitochondrial (Homo sapiens), O94925; GLS enzymatic activity, qHTS titration; Potency, µM (highest dose often 45.5 µM), for inactives: at the highest dose activity change, negative = inhibition, usual class: inhibitors; 0.21% of 410,000 active; AID 624170, 2012; also: potency is read from the fitted curve at half-maximal effect; % is scaled to controls: 0 for no effect and ±100 for the full control effect
# Target sequence (O94925 whole entry, looked up, canonical isoform): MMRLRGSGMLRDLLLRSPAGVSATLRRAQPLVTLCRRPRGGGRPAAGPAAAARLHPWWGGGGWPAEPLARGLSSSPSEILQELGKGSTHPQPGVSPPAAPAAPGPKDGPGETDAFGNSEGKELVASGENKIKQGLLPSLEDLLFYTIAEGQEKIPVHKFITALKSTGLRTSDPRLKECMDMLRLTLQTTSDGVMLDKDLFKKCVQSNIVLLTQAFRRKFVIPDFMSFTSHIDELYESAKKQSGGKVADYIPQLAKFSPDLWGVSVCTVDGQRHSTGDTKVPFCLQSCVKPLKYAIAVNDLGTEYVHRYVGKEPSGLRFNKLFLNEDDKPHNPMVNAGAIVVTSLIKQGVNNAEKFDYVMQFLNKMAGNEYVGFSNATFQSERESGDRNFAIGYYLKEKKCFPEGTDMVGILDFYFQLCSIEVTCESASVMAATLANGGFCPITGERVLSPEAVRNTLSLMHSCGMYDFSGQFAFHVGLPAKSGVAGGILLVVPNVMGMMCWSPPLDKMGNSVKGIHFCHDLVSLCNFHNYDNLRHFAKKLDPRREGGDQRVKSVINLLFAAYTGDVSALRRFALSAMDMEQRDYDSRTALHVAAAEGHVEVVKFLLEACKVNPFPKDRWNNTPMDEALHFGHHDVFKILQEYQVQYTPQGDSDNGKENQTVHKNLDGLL
#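 Human kidney-isoform GLS in 45 mM KH2PO4 pH 8.2, 0.02% Tween-20, with compound, started with 1mM L-Glutamine (added stock). Glutamate oxidase/HRP/Amplex red coupled fluorescence read at start and after 30 min at RT.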
# An asterisk follows results filed as active; i = inactive; ? = inconclusive; . = no result given; & = joins results of further samples; [ ] = another dose, or the depositor's remark. Unless noted, calls follow the shape of the dose curve; as a rule, active = well fitted curve in the direction sought with a large enough effect; inconclusive = small, poorly fitted or top-dose-only effect, or another doubt; inactive = no such curve, though single readings can be large; an effect the other way counts as inactive or inconclusive.
SMILES,Pin1 inh,HP1b binding inh,USP1-UAF1 inh,PI4K2A block,PGK inhibitor,IDH1 R132H inh,TrxR1 substrate,TrxR1 inh,GLS inhibitor
O=C(Cc1ccc(-n2c(=O)c3ccccc3n(Cc3ccccc3Cl)c2=O)cc1)NCC1CCCO1 (stereo unspecified),9.6%,7.5%[57 µM],-15.9%,7.9,-5.7%,-1.1%,-1.6%,13.9%,-4.1%
Cc1c(Cl)cccc1NC(=O)c1noc2c1CCCC2,-3.0%,-6.3%,-5.3%,-2.0,.,.,1.3%,29.9%,-1.6%
COc1ccc2sc(-c3ccccc3OC)c(C#Cc3cncn3C)c2c1,7.6%,-0.3%,-26.9%,-3.4,i,-15.8%,19.7%,4.5%,0.2%
Cc1ccc(NN=C2C(=O)OC(C)(C)OC2=O)c(C)c1,7.1%,7.8%,-12.7%,0.6,i,1.4%,-14.3%,-19.0%,-3.3%
Clc1ccc(C2=NCCn3nc4ccccc4c32)cc1,0.8%,29.7%,?,-0.1,-2.6%,-1.9%,3.0%,-5.6%,2.4%
CS(=O)(=O)NCCNC(=O)c1cc(OCC(F)(F)F)ccc1OCC(F)(F)F,-3.3%,47.3%[activator],-17.8%,-2.2,-0.5%,-2.6%,8.0%,18.7%,1.3%
Cn1nnnc1SCC(=O)NCCc1ccc(Cl)cc1,-5.3%,16.5%,6.7%,-4.8,?,5.4%,3.4%,3.9%,9.7%
CC1=NN(c2ccc(C)cc2)C(=O)/C1=C/c1ccc(-c2cc([N+](=O)[O-])ccc2O)o1,?,31.6µM*,-6.3%,-27.8,-2.5%,-0.4%,-0.4%,-7.2%,-11.2%
COc1ccc(NC(=O)CN(C)C(=O)c2ccccc2Sc2ncnc3sc(C)c(C)c23)cc1,12.0%,29.3%,-14.7%,-2.7,i,3.9%,-4.4%[57.1 µM],10.4%[57.1 µM],-3.0%
O=c1c2cc(N3CCOCC3)ccc2[nH]c(=S)n1Cc1ccccc1Cl,-0.5%,64.4%[activator],-17.7%,-6.0,i,9.0%,20.8%,15.1%,-15.5%
Clc1ccc(-c2ccnc3nc(N4CCOCC4)nn23)c(Cl)c1,8.6%,32.2%,-0.5%,-3.8,-3.1%,-1.1%,-8.3%[0.0914 µM],12.8%,0.0%
CC(C)n1c(NCc2ccc(Cl)cc2)nc2ccccc21,-2.9%,25.6%,-10.5%,-1.3,i,5.8%,-2.5%,11.7%,0.4%
O=C(COc1ncnc2ccccc12)N1CCOCC1,-5.2%,23.2%,-19.3%,-7.3,-0.4%,5.5%,-5.4%,6.8%,-5.1%
O=C(CN1CCCCCC1)N1c2ccccc2Sc2ccc(C(F)(F)F)cc21,3.8%,44.2%[activator],-10.9%,-3.8,-3.6%,4.1%,-5.7%,17.7%,48.2%[activator]
O=C(c1ccc2c(c1)N(Cc1ccccc1)CCS2)N1CCCCC1,-0.3%,9.6%,-18.4%,-1.2,i,-1.6%,14.3%[57.1 µM],-10.8%[57.1 µM],19.3%
CCC(=O)Oc1ccc2ccccc2c1CNC(=O)c1ccccc1,4.6%,14.3%,-12.2%,2.9,i,4.1%,-13.6%,-9.3%,6.4%
O=C(NCCC(=O)N1CCCCC1)c1ccccc1Cl,-2.6%,35.9%,-14.3%,3.7,-0.7%,-6.8%,0.3%,16.6%,1.5%
COc1ccc(S(=O)(=O)NCCN2CCOCC2)cc1Br,-4.6%,24.1%,0.3%,-3.3,-0.1%,3.4%,-9.2%,-8.9%,3.2%
O=C(COC(=O)CNC(=O)C1CCCCC1)Nc1ccc(Cl)cn1,1.9%,10.6%,-0.8%,-0.6,-0.2%,-2.5%,0.8%,5.7%,6.5%
O=C1c2ccccc2-c2c1cccc2C(=O)N(CCO)CCO,-0.4%,20.2%,-17.8%,5.1,-8.5%,0.7%,8.5%,12.0%,2.0%

# Three of the entries above in order of the PGK inhibitor value, highest first.
canonical_smiles	Pin1 inh	HP1b binding inh	USP1-UAF1 inh	PI4K2A block	PGK inhibitor	IDH1 R132H inh	TrxR1 substrate	TrxR1 inh	GLS inhibitor
O=C(NCCC(=O)N1CCCCC1)c1ccccc1Cl	-2.6%	35.9%	-14.3%	3.7	-0.7%	-6.8%	0.3%	16.6%	1.5%
CC1=NN(c2ccc(C)cc2)C(=O)/C1=C/c1ccc(-c2cc([N+](=O)[O-])ccc2O)o1	?	31.6µM*	-6.3%	-27.8	-2.5%	-0.4%	-0.4%	-7.2%	-11.2%
Clc1ccc(C2=NCCn3nc4ccccc4c32)cc1	0.8%	29.7%	?	-0.1	-2.6%	-1.9%	3.0%	-5.6%	2.4%

# Later entries
SMILES,Pin1 inh,HP1b binding inh,USP1-UAF1 inh,PI4K2A block,PGK inhibitor,IDH1 R132H inh,TrxR1 substrate,TrxR1 inh,GLS inhibitor
O=C(CSc1n[nH]c(-c2ccccc2)n1)NCCc1ccccc1,3.9%,31.3%[57 µM],-8.7%,-0.6,-2.9%,10.8%,4.1%[57.1 µM],16.5%[57.1 µM],5.1%
COc1ccc(S(=O)(=O)N2CCCC(C(=O)N3CCN(C)CC3)C2)cc1Cl (stereo unspecified),-3.7%,7.8%,-12.7%,6.5,-4.5%,3.4%,-6.8%,-11.5%,0.3%
CSc1ccc(CCNC(=O)CS(=O)(=O)Cc2nc(-c3ccccc3F)oc2C)cc1,-9.5%,21.1%,-15.5%,2.1,-2.8%,-4.7%,7.3%,19.2%,-1.5%
CCN1CCN(C(=O)c2ccc(N3CC4CC(C3)c3cccc(=O)n3C4)c([N+](=O)[O-])c2)CC1 (stereo unspecified),0.6%,17.9%,10.8%,3.0,-5.9%,-3.1%,-0.8%[57.1 µM],16.2%[57.1 µM],0.0%
COCCNC(C)C(=O)Nc1ccc(Br)cc1 (stereo unspecified),-10.4%,-34.8%,-28.7%,0.9,-2.6%[11.5 µM],2.7%,-5.6%,4.4%,-3.3%
COc1ccc(C)cc1Nc1n[n+](-c2ccccc2)c(-c2ccc(OC)c(OC)c2OC)s1,-2.7%,-2.8%,-7.8%,-2.1,1.1%,1.5%[38.3 µM],-7.3%,-19.5%,-7.0%
O=C(Nc1ccc(S(=O)(=O)NC2=NCCCCC2)cc1)c1cccs1,3.9%,19.3%,-8.5%,2.5,1.0%,4.5%,0.1%,9.3%,-0.8%
N#C/C(=C(/O)COC(=O)CCc1ccc(S(=O)(=O)N2CCOCC2)cc1)c1nc2ccccc2[nH]1,?,37.5%,-20.5%,-14.9,-4.5%,-6.1%,-0.9%,-10.4%,-5.1%
Cc1ccc(C(=O)OCC(=O)N(C)c2ccccc2)c(C)c1,1.8%,27.1%,?,4.5,20.5%,6.4%,-1.0%,4.3%,1.4%
COC(=O)c1ccc(CNC(=O)Cn2cc(C)c(=O)[nH]c2=O)cc1,0.1%,25.6%,-19.6%,-2.5,-9.9%,-3.0%,0.9%,9.3%,1.0%
Cc1ccc(C2Nc3ccccc3C(=O)N2CCN2CCNC2=O)cc1 (stereo unspecified),1.3%,21.3%,-10.9%,4.4,4.0%,7.5%,202.9%[activator],25.9%,21.2%
Cc1cc(C)cc(OCC(=O)OCc2nnc(-c3ccccc3)o2)c1,-0.4%,70.4%[activator],-9.7%,-1.7,-2.3%,-9.6%,-7.4%,9.5%,-0.7%
CC1(C)O[C@@H]2C[C@H]3[C@@H]4C[C@H](F)C5=CC(=O)C=C[C@]5(C)[C@H]4[C@@H](O)C[C@]3(C)[C@]2(C(=O)CO)O1,1.4%,23.5%,-14.4%,5.7&-4.9,-1.2%,-6.2%,-5.0%,6.1%,0.1%
O=C(Cn1c(=O)c2c(ncn2Cc2ccccc2)n(Cc2ccccc2)c1=O)N1CCCC1,-1.1%,8.3%,-18.0%,4.6,i,3.4%,-4.8%[57.1 µM],8.1%[57.1 µM],-5.8%
Nc1nc2ccccc2n1/N=C/c1ccc(-c2ccccc2)o1,9.9%,3.0%,-4.6%,-4.7,-3.1%,15.3%,5.5%,11.7%,3.2%
COC(=O)c1cc(C(=O)Nc2cccc(C)n2)cc([N+](=O)[O-])c1,-1.1%,13.9%,-16.3%,1.7,-7.0%,4.0%,-3.3%,-2.0%,-3.6%
CCC(C)(C)NC(=O)CCCSc1nc2ccccc2s1,6.4%,28.0%,-0.6%,-3.5,-1.6%,-8.9%,3.3%[57.1 µM],9.4%[57.1 µM],-0.1%
CCOc1ccc2nc(COC(=O)c3ccncc3)c(C(=O)c3ccccc3)[n+]([O-])c2c1,-3.3%,30.2%[activator],2.9%,-2.1,-10.6%,3.6%,-0.1%,20.9%,-1.3%

# Some of the compounds tested (hit frequency here may not be typical).
